# Screens: PubChem BioAssay, several laboratories
# T cell modulator: modulates CD8 T cell binding to vesicles; 2C CD8+ T cell-vesicle binding, flow cytometry; active compounds read low; calls only at 7 µM; 330,000 compounds, 0.068% hits; AID 2052;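 active = response, share of CD8 T cells binding vesicles, and their 90th percentile fluorescence all below set limits, cut at about 80% in these data, passing the limit was not always enough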
#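 Incubation: binding step 1.5 h, 37 °C, antibody labelling 20 min, ice; system: murine 2C transgenic CD8+ T lymphocytes; technique: cytometric PE anti-B7-1 and Alexa647 anti-CD8 signals after 1% paraformaldehyde fixation; also added: QL9-charged Drosophila Ld/ICAM-1/B7-1 vesicles; control set: naked versus QL9-loaded vesicles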
# Dynein transport: blocks dynein driven cargo transport along microtubules; 3617.4 mouse cells, GR-EGFP nuclear translocation imaging; test concentration mostly 20 µM; stimulated with dexamethasone, 1 µM; active compounds read low; z-score, hits read low; 220,000 compounds, 0.47% hits; AID 1381;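 active = plate z-score of nuclear minus cytoplasmic receptor signal below a set negative limit, without overly bright fluorescence or cell loss, cut at about -3.5 in these data, passing the limit was not always enough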;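 note: z-score of nuclear minus cytoplasmic ring GR-EGFP intensity difference per well; some compounds called inactive have numbers as strong as hits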
#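 Medium: Induction medium lacking tetracycline, stripped serum | Probe or stimulus: 1.0 µM final dexamethasone stimulus | Schedule: 48 h induction, then 1 h compound, then 30 min agonist, 37 °C | Signal: Automated 10x imaging of fixed Hoechst-stained cells | Evaluation: Per-cell GR-EGFP intensity, nucleus versus surrounding cytoplasmic ring, well-averaged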
# Yfh1-depleted yeast: enhancers of respiration in Yfh1-depleted yeast, dose response, Friedreich's ataxia, plus single-dose screen (AID 1465); 220,000 compounds, 0.074% hits; S. cerevisiae Yfh1-off respiration, WST-1 reduction, 72 h; higher fold induction means a stronger effect; fold induction at 50 µM, or EC50 in µM where a hit was titrated;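 active = fold induction of absorbance versus untreated yeast above a set limit, then at least 30% activation at any dose in follow-up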;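 note: activators that raise dye reduction in frataxin-depleted yeast; strong numbers were not always called active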
# Autophagy HCS: alters autophagy in cells | MEF GFP-LC3 puncta imaging; test concentration mostly 10 µM | calls only at 10 µM (by protocol) | 190,000 compounds, 0.98% hits | AID 463193;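 active = percentage of spot-positive cells more than 3 SD above its plate mean, without a fluorescence outlier flag or 80% toxicity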;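 note: spot-positive cell cutoff set from DMSO-treated cells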
# b-catenin transl: modulators of beta-catenin nuclear translocation; HeLa beta-catenin nuclear translocation, immunofluorescence imaging; nuclear translocation activity, % at 5 µM; 190,000 compounds, 0.3% hits;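 active = nuclear translocation activity above 50% at 5 µM, with a well cell count of 50 or more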;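 note: per-cell ratio of nuclear to cytoplasmic median beta-catenin stain intensity; plate controls were DMSO negative control for no effect and GSK-3 inhibitor IX positive control for full effect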
#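 Assay system: human HeLa cells, native beta-catenin; doses: 5 µM primary, 0.02–20 µM confirmation; incubation: compound treatment 24 h, 37°C, 5% CO2; technique: fluorescence imaging of beta-catenin antibody stain plus DAPI; measure: % activation, nuclear-to-cytoplasmic median beta-catenin signal ratio per cell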
# WT yeast gro inh: growth inhibition of WT yeast, mitochondrial fusion screen; mitochondrial fusion phenotypic screen, WT strain; inhibition, % at 10 µM; 190,000 compounds, 2.1% hits; AID 1362; in the data active = inhibition above about 58%; tested in S. cerevisiae
# M1AAP inhibition: P. falciparum M1AAP inhibitors, biochemical, fluorogenic H-Leu-NHMec substrate, 1536-well (AID 1445) | recombinant M1AAP, H-Leu-NHMec fluorogenic kinetic assay; higher % means a stronger effect | inhibition, % at 30 µM, or IC50 in µM where a hit was titrated | 220,000 compounds, 0.42% hits;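 active = primary inhibition above the hit cutoff, then over 50% inhibition at one or more dose response concentrations, cut at about 23% in these data, passing the limit was not always enough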;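 note: plate controls were DMSO full reaction for no effect and no enzyme background for full effect; strong numbers were not always called active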
# P. falciparum M17LAP: P. falciparum M17LAP inhibitors, primary screen, biochemical, fluorogenic H-Leu-NHMec substrate, 1536-well (AID 1619); recombinant M17LAP, H-Leu-NHMec fluorogenic kinetic assay; higher % means a stronger effect; one-dose inhibition, % at 30 µM; IC50 in µM for titrated hits; 220,000 compounds, 0.38% hits;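 active = compound inhibiting the enzyme by more than half at any dose during confirmatory dose-response retesting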;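 note: plate controls were full reaction with DMSO carrier for no effect and no enzyme background for full effect; strong numbers were not always called active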
# MT stabilizer: stabilizes microtubules in HeLa cells; HeLa tubulin immunostaining HCS, 24 h; share of cells brighter than vehicle mean+2SD; % tubulin-high responders, % at 10 µM; 200,000 compounds, 0.83% hits;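 active = plate Z-score above 3 for both tubulin-high and condensed-nucleus cell shares, with cell loss under 80%, at 10 µM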;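 note: anti alpha tubulin signal scored within the nucleus-defined area of each cell; some results filed as inactive read as strong as hits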
# WT yeast gro inh mutant strain: second read-out of WT yeast gro inh, no call of its own (marks repeat the call); inhibition, %; mitochondrial fusion phenotypic screen, mutant strain inhibition
# Dynein transport cytoplasmic EGFP: second read-out of Dynein transport, no call of its own (marks repeat the call); z-score; measured here: cytoplasmic GR-EGFP intensity; active compounds read high
# Dynein transport nuclear GR-EGFP: second read-out of Dynein transport, no call of its own (marks repeat the call); z-score; measured here: nuclear GR-EGFP intensity;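 lower value marks the stronger effect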
# Dynein transport cell count: recorded beside Dynein transport, whose call it bears; z-score; measured here: cell count per field
# b-catenin transl cell count 5 µM: second read-out of b-catenin transl, no call of its own (marks repeat the call); cell count; measured here: cell count, cytotoxicity flag
# T cell modulator vesicle-bound %: recorded beside T cell modulator, whose call it bears; double positive events, %; measured here: CD8+ vesicle-bound cell fraction;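 binding gate set so that unloaded-vesicle control wells show 10% double positive cells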
# MT stabilizer Hoechst-high %: further read-out of MT stabilizer, marked with its call; % Hoechst-high responders; measured here: nuclear condensation Hoechst responders;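 share of cells brighter than vehicle mean plus two SD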
# MT stabilizer cytotoxicity %: recorded beside MT stabilizer, whose call it bears; toxicity, %; measured here: cytotoxicity by cell density;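 0% = mean cell density of plate MIN control wells and 100% = no cells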
# Autophagy HCS cell loss 18 h: further read-out of Autophagy HCS, marked with its call; toxicity, %; measured here: cell loss, nuclei count;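 cell loss after 18 h compound exposure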
# An asterisk follows results filed as active; i = inactive; nt = no result given.
SMILES,T cell modulator,T cell modulator vesicle-bound %,Dynein transport,Dynein transport cytoplasmic EGFP,Dynein transport nuclear GR-EGFP,Dynein transport cell count,Yfh1-depleted yeast,Autophagy HCS,Autophagy HCS cell loss 18 h,b-catenin transl,b-catenin transl cell count 5 µM,WT yeast gro inh,WT yeast gro inh mutant strain,M1AAP inhibition,P. falciparum M17LAP,MT stabilizer,MT stabilizer Hoechst-high %,MT stabilizer cytotoxicity %
O=C(NNC(=O)C1CC(c2cccnc2)=NO1)Nc1cccc(F)c1 (stereo unspecified),i,19,1.1,-0.21,1.3,-0.47,nt,i,-27,-1.3,1435,16,-8,3%,-5%,2.8,2.0,11
Cn1ccnc1SCC(=O)NC1CCCCC1,i,22,0.4,-0.3,0.007,-0.26,i,i,12,1.4,816,4,4,-3%,-8%,4.2,3.5,10
CC(=O)Nc1ccccc1C(=O)C(=O)Nc1ccc(C)c(C)c1,i,55,-0.34,-0.3,-0.51,0.74,i,i,3,nt,nt,9,-2,-4%,5%,1.5,1.9,0.6
CCOC(=O)C1C(C(=O)NN)C1C(=O)Nc1ccccc1 (stereo unspecified),i,66,-1.1,0.97,-0.84,0.89,i,i,3,1.2,1042,-12,-16,2%,6%,3.7,1.2,10
CCOC(=O)C1CCCN(/C=C2\SC(=S)N(CC)C2=O)C1 (stereo unspecified),i,21,-1.4,-0.15,-0.4,3.7,i,nt,nt,0.4,1233,nt,nt,17%,-1%,nt,nt,nt
CCOc1ccc2nc(NC(=O)CSc3nc(SC)ns3)sc2c1,i,63,0.22,0.03,-0.19,-0.098,i,i,20,1.0,1388,33,17,2%,12%,2.5,1.7,6.8
O=c1[nH]c(-c2ccc3c(c2)OCO3)nc2c1sc(=S)n2-c1ccccc1,i,55,-0.41,-0.14,0.12,0.64,i,i,-1,0.6,1115,-3,7,4%,-1%,2.1,3.7,6.4
CC(=O)Nc1ccccc1NC(=O)C/C(C)=N/NC(=O)c1ccccn1,i,60,0.83,-0.11,0.41,-0.81,i,i,-6,0.2,1522,4,3,-5%,9%,2.1,1.4,1.8
O=C(Nc1ccc(F)cc1)Nc1ccc(Cl)cn1,i,23,-0.2,-0.31,0.12,0.23,i,i,23,2.4,1174,20,6,-4%,1%,5.9,4.8,5.2
COc1ccc(S(=O)(=O)N2CCN(CCC(=O)Nc3ccc(F)cc3)CC2)cc1,i,15,-0.95,-0.24,0.25,0.37,i,i,2,2.0,520,-11,-22,4%,-2%,2.7,2.9,3.7
CC(C)C[C@H](NC(=O)N1CCCCCC1)C(=O)O,i,46,-0.21,-0.26,-0.086,-0.25,i,nt,nt,0.5,1324,nt,nt,2%,2%,nt,nt,nt
CCN1CCOC(CC(=O)Nc2cccc([N+](=O)[O-])c2)C1=O (stereo unspecified),i,44,1.3,-0.07,0.72,-2.3,i,nt,nt,-0.1,1334,nt,nt,13%,19%,nt,nt,nt
O=C1C(Cc2cccc([N+](=O)[O-])c2)S/C(=N/N=C/c2ccco2)N1c1ccccc1 (stereo unspecified),i,8,-0.56,-0.18,-0.42,0.39,i,i,1,-2.8,1104,13,3,6%,13%,1.2,2.9,9.1
CC1CN(C(=O)C2CCCCC2)C(C)CN1C(=O)C1CCCCC1 (stereo unspecified),i,50,-0.4,-0.099,-0.36,-0.43,i,i,3,-1.5,1025,-16,-15,7%,-4%,2.9,1.8,6.0
CCOP(=O)(c1c(F)c(F)c(F)c(F)c1F)C(O)c1ccccc1 (stereo unspecified),i,53,-1.9,0.057,-1.1,0.65,i,i,3,1.9,770,11,24,5%,5%,1.7,1.8,6.0
Cc1sc(NC(=O)c2cc(-c3ccc(Cl)cc3)nc3ccccc23)c(C(N)=O)c1C,i,40,1.9,-0.21,1.4,-0.96,i,i,-22,6.3,1387,-2,51,15%,1%,2.1,1.1,10
NC(=O)c1oc2ccccc2c1NC(=O)c1ccccc1,i,43,-0.29,-0.086,0.15,-0.59,i,i,7,nt,nt,10,14,3%,18%,1.6,1.7,8.7
Cc1ccc(NC(=S)N(CCCN2CCOCC2)Cc2ccccn2)cc1Cl,i,14,0.29,0.024,0.27,-0.44,i,i,11,1.2,946,9,18,-1%,0%,2.9,2.3,9.1
C=CCN1C(=O)/C(=C/c2ccsc2)SC1=S,i,14,-0.35,-0.23,-0.11,0.43,i,i,5,-0.3,1084,-13,-6,11%,0%,1.2,0.6,8.2
COc1ccc(C(=O)N[C@H](C(=O)NCc2ccco2)C(C)C)cc1,i,45,1.3,-0.32,0.92,-0.45,i,i,13,1.2,1054,6,-7,0%,-3%,6.3,2.0,6.9
Cc1nn(-c2ccccc2)c2c1C(O)n1c(nc3ccccc31)S2 (stereo unspecified),i,14,2.2,-0.11,1.8,-0.82,i,i,1,-0.9,1026,-9,-1,-5%,0%,3.4,3.5,12
Cc1ccc(C(=O)C(C)OC(=O)C2=COCCO2)cc1C (stereo unspecified),i,45,-0.59,-0.18,-0.044,-0.39,i,i,1,-5.5,861,-3,11,-1%,2%,4.4,2.5,5.8
Cc1ccc(NC(=O)COc2cccc3ccc(C)nc23)c(Br)c1,i,48,-0.99,-0.19,-0.81,1.2,i,i,-11,0.9,935,0,-3,14%,8%,2.4,2.6,6.7
CCC(C)(C)NC(=O)c1ccccc1Oc1ccccc1,i,58,-0.18,-0.18,0.58,-0.62,i,i,1,-0.8,1393,42,30,-2%,-6%,2.6,1.7,0.3
COc1ccc(CC2(CO)CCN(Cc3cnn(C)c3C)CC2)cc1,i,36,-0.33,-0.28,-0.18,-0.0029,i,i,-11,0.4,1096,-10,-7,0%,12%,4.1,1.1,8.8

# Just Dynein transport cytoplasmic EGFP and MT stabilizer Hoechst-high %, for some of the entries so far:
SMILES	Dynein transport cytoplasmic EGFP	MT stabilizer Hoechst-high %
O=c1[nH]c(-c2ccc3c(c2)OCO3)nc2c1sc(=S)n2-c1ccccc1	-0.14	3.7
Cc1sc(NC(=O)c2cc(-c3ccc(Cl)cc3)nc3ccccc23)c(C(N)=O)c1C	-0.21	1.1
CC(C)C[C@H](NC(=O)N1CCCCCC1)C(=O)O	-0.26	nt
O=C1C(Cc2cccc([N+](=O)[O-])c2)S/C(=N/N=C/c2ccco2)N1c1ccccc1 (stereo unspecified)	-0.18	2.9

# Carrying on:
SMILES,T cell modulator,T cell modulator vesicle-bound %,Dynein transport,Dynein transport cytoplasmic EGFP,Dynein transport nuclear GR-EGFP,Dynein transport cell count,Yfh1-depleted yeast,Autophagy HCS,Autophagy HCS cell loss 18 h,b-catenin transl,b-catenin transl cell count 5 µM,WT yeast gro inh,WT yeast gro inh mutant strain,M1AAP inhibition,P. falciparum M17LAP,MT stabilizer,MT stabilizer Hoechst-high %,MT stabilizer cytotoxicity %
CCn1c(CNc2ccc(C)cc2C)nnc1SCC(=O)N1CCCc2ccccc21,i,16,-0.69,-0.1,-0.35,0.73,i,i,6,0.6,1196,22,-2,2%,19%,5.7,3.0,7.6
COCCOC(=O)C1=C(C)NC(=O)CC1c1cc2c(cc1Br)OCO2 (stereo unspecified),i,39,0.24,-0.23,0.11,0.59,i,i,-1,nt,nt,-7,-3,1%,-4%,3.0,2.5,23
O=C(NCC(c1cccs1)N1CCOCC1)c1ccccc1NS(=O)(=O)c1ccc(Cl)cc1 (stereo unspecified),i,57,-0.57,-0.28,-0.3,1,i,i,23,1.5,1065,25,8,5%,1%,4.8,1.8,4.3
CCOC(=O)c1c(NC(=O)Cc2cccs2)sc(C(=O)NC2CCCC2)c1C,i,16,1.5,-0.22,-0.48,-0.39,i,i,10,1.7,1496,0,-11,2%,-4%,2.1,0.9,3.7
CC(C)N(C(=O)Cn1cnc2c(cnn2-c2ccccc2Cl)c1=O)C(C)C,i,36,0.31,-0.12,-0.1,0.38,i,i,-1,-2.2,968,-2,-28,-2%,-4%,2.9,1.6,10
CC(C)CC(c1nnnn1Cc1ccco1)N1CCN(c2cccc(Cl)c2)CC1 (stereo unspecified),i,55,-0.23,-0.21,0.058,0.23,i,i,-9,-4.7,895,33,17,-11%,6%,2.7,2.0,7.4
CCn1nc(NC(=O)c2ccccn2)c2cc3cc(C)ccc3nc21,i,36,-0.26,-0.21,0.04,0.53,i,i,-8,1.0,1148,27,20,-3%,9%,2.1,2.5,8.0
S=C1NC2(CCS1)Oc1ccccc1C1CC(c3ccccc3)=NN12 (stereo unspecified),nt,nt,-0.65,-0.16,0.081,-0.051,i,nt,nt,-1.1,1344,nt,nt,10%,16%,nt,nt,nt
